Jurkat NFkB inh: lowers PMA/ionomycin-induced NF-kB signal in Jurkat cells; AID 435003; PMA/ionomycin-induced NF-kB luciferase reporter, luminescence; inhibition, % at 4 µM; 330,000 compounds, 0.53% hits
Gli-Sufu antag: antagonists of Gli-Sufu signaling; AID 588413; 340,000 compounds, 0.74% hits; Sufu-KO-LIGHT fibroblasts, Gli luciferase reporter luminescence; inhibition, % at 5 µM;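 active = inhibition above about 55%, limit read from the data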;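 also: 0% = DMSO-treated cells and 100% = wells with medium but no cells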
SENP8 block: SENP8 protease inhibition; Q96LD8; 330,000 compounds, 1.2% hits; inhibition, % at 10 µM; purified SENP8, Z-RLRGG-aminoluciferin cleavage, luminescence
Target sequence (Q96LD8 whole entry, looked up): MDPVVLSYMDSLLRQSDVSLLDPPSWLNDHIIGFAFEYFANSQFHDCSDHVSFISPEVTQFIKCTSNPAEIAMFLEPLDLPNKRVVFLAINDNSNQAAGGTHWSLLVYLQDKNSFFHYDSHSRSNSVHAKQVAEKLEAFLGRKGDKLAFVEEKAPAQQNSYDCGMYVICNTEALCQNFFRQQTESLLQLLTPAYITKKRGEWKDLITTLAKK
SENP7 inh: inhibitors of human SENP7 protease; 330,000 compounds, 1.5% hits; AID 434973; recombinant SENP7, Z-RLRGG-aminoluciferin luminescence, 40 min; inhibition, % at 5 µM;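 active = inhibition above about 50% at the single test dose, limit read from the data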;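 also: plate controls were DMSO with enzyme for no effect and no enzyme buffer wells for full effect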
Target sequence (Q9BQF6 706-1050 limits assumed): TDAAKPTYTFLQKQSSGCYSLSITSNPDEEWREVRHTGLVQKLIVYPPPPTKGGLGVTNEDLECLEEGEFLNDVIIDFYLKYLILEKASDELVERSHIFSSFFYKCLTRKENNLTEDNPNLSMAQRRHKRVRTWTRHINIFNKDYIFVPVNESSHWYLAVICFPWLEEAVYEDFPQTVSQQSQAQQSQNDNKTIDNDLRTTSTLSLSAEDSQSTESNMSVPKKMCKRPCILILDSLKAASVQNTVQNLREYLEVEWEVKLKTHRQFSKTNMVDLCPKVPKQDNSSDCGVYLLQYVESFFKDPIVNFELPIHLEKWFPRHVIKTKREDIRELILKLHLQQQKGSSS
UBC13 inh: inhibitors of human UBC13 polyubiquitin chain formation | TR-FRET | inhibition, % at 20 µM | 330,000 compounds, 0.47% hits; in the data active = inhibition above about 45%, passing the limit was not always enough
Target sequence (P61088 whole entry, looked up): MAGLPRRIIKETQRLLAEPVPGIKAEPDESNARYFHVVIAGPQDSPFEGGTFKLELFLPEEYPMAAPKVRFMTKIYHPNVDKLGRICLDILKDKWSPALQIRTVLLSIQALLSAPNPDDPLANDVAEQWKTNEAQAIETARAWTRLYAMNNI
HKDC1 inh: inhibitors of human hexokinase HKDC1; recombinant HKDC1, G6PDH/diaphorase resazurin coupled fluorescence; inhibition, % at 20 µM; Q2TB90; 340,000 compounds, 0.16% hits;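 active = inhibition above about 35% when tested at 20 µM, limit read from the data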;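 also: plate controls were DMSO wells with enzyme for no effect and DMSO wells lacking enzyme for full effect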
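Material: recombinant HKDC1 hexokinase; Amount: HKDC1 at 5 µg/mL; Medium: Tris pH 8.0 buffer with MgCl2, Tween-20, BSA, BME; Schedule: 90 min reaction incubation at room temperature, dark; Technique: coupled resazurin fluorescence, excitation 525 nm, emission 613 nm.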
Apaf-1 inh: blocks human Apaf-1 apoptosome activity; O14727; reconstituted apoptosome caspase-3 activity, DEVD-Rh110 fluorescence; inhibition, % at 20 µM; 330,000 compounds, 0.71% hits; active = inhibition of at least 40% at 20 µM;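 also: plate controls were DMSO wells for no effect and DEVD-CHO caspase inhibitor wells for full effect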
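Material: reconstituted apoptosome with Apaf-1, cytochrome c, caspase-9, procaspase-3, dATP; medium: pH 7.5 Hepes buffer with CHAPS, BSA, DTT; also added: cytochrome c and DEVD-Rh110 substrate; timing: 30 min plus 50 min, RT; signal: Rh110 fluorescence intensity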
697 NFkB inh: lowers PMA/ionomycin-induced NF-kB signal in 697 B cells; AID 435022; 697 B-cell NF-kB luciferase reporter, 16 h; 330,000 compounds, 0.33% hits; inhibition, % at 4 µM; in the data active = inhibition above about 35%
Numbers without * were called inactive; · = not tested or not shown. Rule as the data show it, unless noted: active = inhibition above about 50%; inactive = the rest.

SMILES	Jurkat NFkB inh	Gli-Sufu antag	SENP8 block	SENP7 inh	UBC13 inh	HKDC1 inh	Apaf-1 inh	697 NFkB inh
COc1ccc(NC(=O)Cn2c(=O)oc3cc(S(=O)(=O)N4CCCC4)ccc32)cc1	7.6	11.9	1.3	1.4	-3.1	-3.6	1.4	7.5
COc1ccc(OC)c(NC(=O)C2CCCN2C(=O)C2CCC(C)CC2)c1 (configuration not stated)	9.4	-0.7	-2.7	-7.1	1.5	1.5	1.6	-4.5
Cc1ccc(CSc2nc3nc(C)cc(C)n3n2)cc1	0.5	-40.5	1.1	-3.8	3.9	-1.2	-4.2	-5.2
COc1ccc(CCNC(=O)CN(c2ccccc2)S(C)(=O)=O)cc1OC	-0.8	7.0	-6.3	-0.7	-3.1	1.7	5.0	-23.3
COc1ccc(N(C(=O)c2ccco2)C(C(=O)NC2CCCC2)c2ccc(N3CCOCC3)cc2)c(OC)c1 (configuration not stated)	-11.8	7.1	-5.5	0.6	0.5	-3.8	9.7	8.2
O=c1c2ccccc2nc(/C=C/c2ccccc2)n1CCc1ccccc1	0.6	-7.1	-1.6	-4.1	7.0	-7.9	14.8	-21.6
COCc1nnc(NC(C)=O)s1	-18.0	-2.7	-5.7	-1.0	1.6	-9.3	-3.7	16.0
CCOc1ccccc1CN1CCN(Cc2ccc(C)o2)C(CCO)C1 (configuration not stated)	-4.0	10.9	-2.8	9.2	2.4	-4.8	5.8	7.9
COC(=O)c1ccc(CSc2nc3c(c(=O)n2-c2ccccc2)SCC3)o1	-4.7	-0.4	3.0	-1.6	-4.6	4.7	9.0	7.6
CCc1ccc(NC(=S)Nc2ccc(S(=O)(=O)Nc3ncccn3)cc2)cc1	-19.8	0.3	-1.5	-2.0	15.1	-3.5	-16.0	14.7
Cc1ccccc1Nc1nnc(SCC(=O)c2c(N)n(C)c(=O)n(C)c2=O)s1	3.9	0.8	-8.8	-6.0	-9.8	1.8	4.5	2.3
O=C(Nc1nc2ccc(F)cc2s1)c1ccc(N2CCCC2=O)cc1	-120.2	-84.9	-0.8	-12.5	10.2	3.6	-1.6	-169.7
Cc1ccc(Cn2nc(C)c(C(=O)NCC(c3ccc(F)cc3)N3CCOCC3)c2Cl)cc1 (configuration not stated)	5.4	5.6	-3.6	6.7	3.4	-4.3	7.0	1.7
O=C(c1cc2cc(F)ccc2[nH]1)N(Cc1cccnc1)CC1CCCN(C2CCCCC2)C1 (configuration not stated)	-1.3	33.6	-0.5	6.1	6.8	-3.0	1.0	0.5
CCOC(=O)c1c(NC(=O)CSc2ncnc3ccccc23)sc(C(C)=O)c1C	21.8	32.1	-0.5	1.4	3.7	-20.9	0.5	-31.0
CN(Cc1ccccc1)S(=O)(=O)c1ccc(NC(=S)NC(=O)C2CCCC2)cc1	62.5*	-5.1	-4.4	-5.5	-5.0	-3.3	18.5	-47.7
CCCCc1nnc(NC(=O)c2ccc(OCc3c(C)noc3C)cc2)s1	4.1	12.3	1.9	-1.5	-3.7	3.5	9.5	-62.5
CCOc1ccccc1N1CCN(C(=O)CC(C)C)CC1	2.6	5.2	6.6	2.7	4.1	-1.6	-19.0	-13.0
Cc1cccc(N2CCN(C(=O)c3ccccc3NC(=O)C3CCCCC3C(=O)O)CC2)c1 (configuration not stated)	10.0	0.4	-2.0	0.8	1.7	14.6	1.6	-16.1
COc1cccc(NC(=O)NC2(C(=O)N3CCC(O)CC3)CCCCC2)c1	13.4	-17.4	8.5	3.4	-8.9	2.3	1.3	-11.0
Cc1cc(N2CCN(c3ccccc3)CC2)n2cc(-c3ccccc3)nc2n1	30.4	-21.5	-1.6	7.2	-1.0	-0.6	36.9	-35.7
CN(Cc1ccco1)c1ncnc2ccc(-c3ccc4c(c3)OCO4)cc12	9.4	-27.9	1.4	6.9	13.0	-3.0	10.2	-53.9
CN(C)C(=S)Nc1ccc([N+](=O)[O-])cc1	8.3	4.8	-3.4	2.0	10.4	-6.0	0.2	22.9
O=C(CC12CC3CC(CC(C3)C1)C2)Nc1cccc2ncccc12	7.9	-2.4	1.0	0.8	1.6	8.8	-1.3	4.4
CNC[C@@H]1Oc2c(NC(=O)Nc3ccccc3)cccc2C(=O)N([C@@H](C)CO)C[C@H]1C	-3.2	-27.0	-9.0	7.1	4.9	2.3	14.7	4.2
O=C(CNC(=O)c1ccc(Cl)c([N+](=O)[O-])c1)OC1CCCCC1=O (configuration not stated)	-0.4	-7.7	-5.5	-6.8	3.7	-4.7	-0.4	14.6
Cn1c(=O)c2c(nc(SCC(=O)N3CCCCCC3)n2C)n(C)c1=O	12.9	-1.1	-8.2	-8.6	-3.0	-1.6	15.7	-0.8
COc1ccc(-n2nnnc2SCC(=O)Nc2cc(OC)c([N+](=O)[O-])cc2C)cc1	16.5	15.5	2.3	-3.7	-3.8	-11.7	4.3	-3.7
CCCCc1cc(=O)oc2cc(OC(C)C(=O)NCC3CCC(C(=O)O)CC3)c(Cl)cc12 (configuration not stated)	28.6	·	-11.1	-10.0	0.5	1.6	9.7	6.3
CC(C)(Oc1ccc(Cl)cc1)C(=O)Nc1cccnc1	17.9	-3.4	5.7	2.2	7.9	-4.0	-8.7	15.8
Cc1ccc(NC(=O)CN(C)C(=O)/C=C/c2ccc3c(c2)OCO3)cc1	-0.6	-1.8	-9.4	9.7	-6.4	3.1	10.8	14.1
CSc1cc(C)n(-c2ccc(Cl)cc2)c(=S)c1C(C)=O	12.5	10.4	4.1	1.5	-3.0	-3.4	-4.1	-5.6
O=C(O)CC/C(=N/NC(=O)CNC(=O)c1ccc2c(c1)OCCO2)c1ccccc1	-7.8	-2.7	-12.6	-14.3	-4.7	2.8	-8.7	15.5
CCc1ccc(S(=O)(=O)N2CC(=O)Nc3ccccc32)cc1	3.9	1.1	-5.5	-8.3	-2.6	1.2	-3.6	6.0
Cc1cc(NC(=O)C2C3C(=O)N(CC4CCCO4)C(C(=O)NCc4ccccc4)C34C=CC2(C)O4)no1 (configuration not stated)	-3.0	3.8	-3.6	-2.6	-8.6	-9.7	3.4	5.1
CN1CCN(C(=O)CN(c2cccc(Br)c2)S(=O)(=O)c2ccccc2)CC1	-11.1	1.6	-7.7	-2.7	-2.8	7.9	-3.3	-2.6
CCOC(=O)C(C(=O)OCC)N(C#N)c1nc(OC)nc(N(C)C)n1	-2.4	-0.1	4.1	-3.1	1.0	-5.9	-2.3	10.3
CCOC(=O)Cn1c(=O)c(-c2ccccc2N)nc2ccccc21	-11.8	28.4	8.4	-1.1	-13.3	3.2	1.1	19.8
NC(=S)N/N=C\c1c(OCc2ccccc2Cl)ccc2ccccc12	25.8	25.1	-7.9	-4.0	-8.2	12.9	25.5	-12.9
O=S(=O)(Cc1ccccc1)N1CCN(C/C=C/c2ccccc2)CC1	6.9	-0.8	19.8	14.7	-1.8	9.8	6.5	-4.7

Filtered by structure, those above containing an aryl methoxy group.
SMILES	Jurkat NFkB inh	Gli-Sufu antag	SENP8 block	SENP7 inh	UBC13 inh	HKDC1 inh	Apaf-1 inh	697 NFkB inh
COc1ccc(NC(=O)Cn2c(=O)oc3cc(S(=O)(=O)N4CCCC4)ccc32)cc1	7.6	11.9	1.3	1.4	-3.1	-3.6	1.4	7.5
COc1ccc(OC)c(NC(=O)C2CCCN2C(=O)C2CCC(C)CC2)c1 (configuration not stated)	9.4	-0.7	-2.7	-7.1	1.5	1.5	1.6	-4.5
COc1ccc(CCNC(=O)CN(c2ccccc2)S(C)(=O)=O)cc1OC	-0.8	7.0	-6.3	-0.7	-3.1	1.7	5.0	-23.3
COc1ccc(N(C(=O)c2ccco2)C(C(=O)NC2CCCC2)c2ccc(N3CCOCC3)cc2)c(OC)c1 (configuration not stated)	-11.8	7.1	-5.5	0.6	0.5	-3.8	9.7	8.2
COc1cccc(NC(=O)NC2(C(=O)N3CCC(O)CC3)CCCCC2)c1	13.4	-17.4	8.5	3.4	-8.9	2.3	1.3	-11.0
COc1ccc(-n2nnnc2SCC(=O)Nc2cc(OC)c([N+](=O)[O-])cc2C)cc1	16.5	15.5	2.3	-3.7	-3.8	-11.7	4.3	-3.7
CCOC(=O)C(C(=O)OCC)N(C#N)c1nc(OC)nc(N(C)C)n1	-2.4	-0.1	4.1	-3.1	1.0	-5.9	-2.3	10.3

(continued)
SMILES	Jurkat NFkB inh	Gli-Sufu antag	SENP8 block	SENP7 inh	UBC13 inh	HKDC1 inh	Apaf-1 inh	697 NFkB inh
COC(=O)c1ccc(NC(=O)COc2ccc(N(C)S(=O)(=O)c3ccc(C)cc3)cc2)cc1	-8.0	-0.2	-12.1	-6.5	-2.1	-1.6	12.7	-0.9
CN(C)S(=O)(=O)n1cc(/C=C(\NC(=O)c2ccccc2F)C(=O)NCCCN2CCOCC2)c2ccccc21	2.7	8.8	-9.1	6.6	-4.1	-1.4	1.1	-13.4
Cc1[nH]c2ccccc2c1C(=O)C(C)OC(=O)c1ccc(NC(=O)CC#N)cc1 (configuration not stated)	8.3	-9.0	-0.3	6.0	3.9	-2.0	3.2	8.9
CCOc1ccc(CN2CCN(Cc3c[nH]c4ccccc34)CC2)cc1	12.9	14.1	-5.8	-8.4	1.7	-5.2	7.3	-9.0
O=C(CSCC(=O)N1CCCCC1)Nc1nc(-c2cccs2)cs1	-11.6	9.8	-2.8	-7.9	0.1	-2.0	15.2	-4.5
O=C(CSc1n[nH]c(-c2cccnc2)n1)Nc1ccccc1	7.3	2.2	-3.9	0.3	7.0	-4.9	-16.8	7.2
CCOc1ccc(/C=N/n2c(COc3ccccc3)n[nH]c2=S)cc1OC	-22.7	-5.5	-11.6	-8.0	-1.6	-3.0	15.8	-13.4
O=C(O)C1C2CCC(O2)C1C(=O)NCCC1=CCCCC1 (configuration not stated)	13.4	-19.1	-0.4	6.3	-1.1	1.1	-1.6	-0.9
CCOc1ccccc1N(CC(=O)Nc1ccc(S(=O)(=O)N2CCCC2)cc1)S(C)(=O)=O	-0.8	11.4	3.8	-1.3	2.8	-7.6	6.3	6.8
CSc1ccc(Cl)c(C(=O)OCC(=O)Nc2ccccc2OC(F)F)c1	8.6	2.6	4.1	-4.0	15.5	-1.0	16.6	10.6
O=C1CC(N2CCC(c3nc4ccccc4o3)CC2)C(=O)N1c1ccc(F)cc1 (configuration not stated)	-2.2	-4.7	-5.1	-5.9	-10.6	-7.9	4.0	-10.7
CCOc1cc(S(=O)(=O)N2CC=C(c3ccc(F)cc3)CC2)c(OCC)cc1-n1cnnn1	55.6*	1.0	-3.7	-0.4	-1.5	-2.2	12.7	-61.1
CCOc1ccc(NC(=O)Cn2c(=O)n(CCCC(=O)NC3CCN(Cc4ccccc4)CC3)c(=O)c3ccccc32)cc1	-5.2	10.6	-0.2	9.0	91.8*	5.5	13.2	5.7
CC(=O)Nc1ccc(NC(=S)NC(=O)c2ccc(-c3ccccc3)cc2)cc1	-23.8	-0.2	11.7	1.3	4.2	-4.3	-20.0	-16.7
Cc1ccc(/C(O)=C2/C(=O)C(=O)OC2c2ccc(Cl)cc2)cc1 (configuration not stated)	10.4	4.9	0.9	2.6	-9.7	8.0	7.4	15.1
O=Cc1cccn1-c1nccc(-c2ccco2)n1	5.0	13.8	-3.9	2.5	-8.2	1.1	-1.4	3.3
COc1cccc(C=Nc2ccc3c(c2)OCCO3)c1O	5.7	22.9	-25.3	-3.3	-1.7	2.5	10.4	-16.2
COc1ccc2[nH]c3c(c2c1)CCN1C(=O)C(CC(=O)NCCc2ccccn2)C[C@H](C(=O)N2CCCCC2)[C@@]31C (some centres not stated)	·	0.6	·	0.8	·	-7.0	18.9	1.9
CCN1C(=O)N[C@@H](CCc2ccccc2)[C@@H](C(=O)OC)[C@H]1C	16.4	-1.5	11.4	2.0	3.4	3.2	-1.6	5.7
CCOC(=O)c1sc(NC(=O)C2CC(=O)N(c3ccccc3OC)C2)nc1C (configuration not stated)	-8.1	-6.2	-9.2	-8.7	-4.2	0.4	3.4	6.5
COc1cc(NC(=O)Cn2ncc3c2-c2ccccc2OC3)cc(OC)c1OC	-1.5	6.2	1.1	1.0	-1.1	-6.9	-3.5	7.4
O=C(CN1C(=O)c2ccccc2S1(=O)=O)c1ccccc1F	-3.0	59.6*	4.6	-8.9	-6.7	-1.1	4.3	-0.3

Assay outcomes from PubChem BioAssay.
